High-throughput results deposited in PubChem by several laboratories.
TcdB inh = blocks C. difficile toxin B glycohydrolase activity | TcdB glycohydrolase enzymatic assay, plate reader | inhibition, % at 9.99 µM | P18177 | 0.24% of 350,000 active | AID 652162; in the data active = inhibition above about 10%
Target sequence (P18177 whole entry, looked up): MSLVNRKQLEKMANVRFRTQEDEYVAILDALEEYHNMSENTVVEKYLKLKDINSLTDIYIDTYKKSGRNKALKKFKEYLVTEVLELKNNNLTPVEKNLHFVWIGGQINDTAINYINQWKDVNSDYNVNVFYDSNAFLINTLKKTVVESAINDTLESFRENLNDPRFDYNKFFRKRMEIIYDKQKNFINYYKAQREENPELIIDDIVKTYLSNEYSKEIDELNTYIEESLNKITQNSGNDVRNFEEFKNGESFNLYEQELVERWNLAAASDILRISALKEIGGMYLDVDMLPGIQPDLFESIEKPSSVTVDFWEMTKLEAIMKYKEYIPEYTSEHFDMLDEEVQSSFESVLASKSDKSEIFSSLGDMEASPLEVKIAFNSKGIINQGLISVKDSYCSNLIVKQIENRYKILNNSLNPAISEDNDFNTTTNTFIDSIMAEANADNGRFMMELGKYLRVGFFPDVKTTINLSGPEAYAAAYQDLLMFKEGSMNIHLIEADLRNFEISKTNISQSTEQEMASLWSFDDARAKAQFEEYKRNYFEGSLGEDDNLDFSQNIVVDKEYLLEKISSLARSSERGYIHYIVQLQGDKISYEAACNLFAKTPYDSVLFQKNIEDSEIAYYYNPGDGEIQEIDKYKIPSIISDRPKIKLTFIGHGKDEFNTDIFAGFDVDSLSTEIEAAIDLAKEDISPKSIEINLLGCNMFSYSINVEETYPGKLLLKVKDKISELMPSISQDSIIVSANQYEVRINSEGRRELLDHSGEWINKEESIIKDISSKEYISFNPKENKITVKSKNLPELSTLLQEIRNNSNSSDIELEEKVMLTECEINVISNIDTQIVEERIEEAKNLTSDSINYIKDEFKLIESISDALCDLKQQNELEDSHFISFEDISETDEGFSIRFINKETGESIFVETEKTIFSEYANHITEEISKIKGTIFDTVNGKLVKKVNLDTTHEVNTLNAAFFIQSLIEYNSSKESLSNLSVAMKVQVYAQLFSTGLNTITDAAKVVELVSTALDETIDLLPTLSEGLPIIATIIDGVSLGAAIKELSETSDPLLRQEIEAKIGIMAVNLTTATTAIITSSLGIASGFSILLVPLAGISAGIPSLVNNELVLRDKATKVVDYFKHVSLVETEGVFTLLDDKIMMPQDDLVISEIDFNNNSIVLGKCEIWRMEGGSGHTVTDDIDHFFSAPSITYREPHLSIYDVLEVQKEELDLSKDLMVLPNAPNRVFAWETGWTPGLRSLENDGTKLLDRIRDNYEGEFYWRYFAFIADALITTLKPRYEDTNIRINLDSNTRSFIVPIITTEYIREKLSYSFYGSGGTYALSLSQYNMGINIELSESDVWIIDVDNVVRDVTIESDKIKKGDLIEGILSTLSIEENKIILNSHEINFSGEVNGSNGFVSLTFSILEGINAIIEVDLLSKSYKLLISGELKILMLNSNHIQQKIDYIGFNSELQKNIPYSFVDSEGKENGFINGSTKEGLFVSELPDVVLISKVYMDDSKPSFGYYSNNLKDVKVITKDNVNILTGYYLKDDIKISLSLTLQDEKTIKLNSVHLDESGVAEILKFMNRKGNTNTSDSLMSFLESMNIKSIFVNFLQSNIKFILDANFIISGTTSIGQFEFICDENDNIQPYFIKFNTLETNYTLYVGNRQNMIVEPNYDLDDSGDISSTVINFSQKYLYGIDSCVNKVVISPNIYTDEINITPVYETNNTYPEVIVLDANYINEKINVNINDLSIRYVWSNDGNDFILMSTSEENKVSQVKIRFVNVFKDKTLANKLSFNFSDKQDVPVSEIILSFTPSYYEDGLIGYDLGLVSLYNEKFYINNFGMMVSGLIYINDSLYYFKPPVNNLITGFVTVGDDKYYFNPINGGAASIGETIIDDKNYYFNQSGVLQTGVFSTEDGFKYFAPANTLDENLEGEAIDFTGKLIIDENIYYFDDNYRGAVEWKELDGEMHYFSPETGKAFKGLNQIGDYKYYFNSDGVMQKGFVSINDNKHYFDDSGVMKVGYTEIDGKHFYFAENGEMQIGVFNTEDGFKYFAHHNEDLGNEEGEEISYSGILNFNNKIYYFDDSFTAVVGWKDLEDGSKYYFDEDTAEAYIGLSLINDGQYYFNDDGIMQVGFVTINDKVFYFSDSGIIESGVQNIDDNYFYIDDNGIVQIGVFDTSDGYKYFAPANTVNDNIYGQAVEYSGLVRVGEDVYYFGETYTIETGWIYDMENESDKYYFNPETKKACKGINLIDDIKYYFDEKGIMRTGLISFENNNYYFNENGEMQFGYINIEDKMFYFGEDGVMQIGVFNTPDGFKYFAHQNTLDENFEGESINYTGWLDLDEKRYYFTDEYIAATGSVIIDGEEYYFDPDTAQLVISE
Mtb BioA inh = BioA (M. tuberculosis) enzyme inhibition | purified M. tuberculosis BioA enzyme, plate reader | inhibition, % at 9.99 µM | 0.096% of 360,000 active | AID 602481; in the data active = inhibition above about 40%; inconclusive = no clear call, values can overlap the other calls
BH1578 lux ind = inducers of Vibrio cholerae quorum light production without autoinducers. V. cholerae BH1578 lux reporter, luminescence, 6 h. activation, % at 18.7 µM. 0.16% of 350,000 active. AID 588436; in the data active = activation mostly above about 9.7%, no sharp cut-off; inconclusive = no clear call, values can overlap the other calls; inactive = mostly below about 3.7%; note: not every result past the cut was called active; inactives centre near 0; reference of the scale not given here
PfHsp40 rescue = compounds rescuing yeast from Plasmodium falciparum HSP40 toxicity; S. cerevisiae expressing PfHsp40, growth rescue, ATP luminescence; growth rescue, % at 12.5 µM; 0.68% of 340,000 active; in the data active = growth rescue above about 28%, passing the limit was not always enough; inconclusive = no clear call, values can overlap the other calls;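 note: yeast W303a lacking pdr1 and pdr3 grown in galactose medium; growth measured after three days at 30 °C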
UGM FP inh = inhibitors of M. tuberculosis UDP-galactopyranose mutase | P9WIQ1 | purified UGM, fluorescence polarization probe displacement | inhibition, % at 10 µM | 0.06% of 320,000 active; in the data active = inhibition above about 10%, passing the limit was not always enough; inconclusive = no clear call, values can overlap the other calls
GDH-TPI inh = inhibits GDH-TPI coupling enzymes, artifact for Mtb FBA screen; GDH-TPI coupled enzyme counterscreen, NADH absorbance; inhibition, % at 4.8 µM; 1.2% of 360,000 active; in the data active = inhibition above about 30%;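 note: 0% = DMSO wells and 100% = wells lacking the enzyme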
FadD28 FP inh = M. tuberculosis FadD28 bisubstrate binding inhibition; 0.22% of 360,000 active; inhibition, % at 12.5 µM; FadD28 bisubstrate probe binding, fluorescence polarization; AID 588549; in the data active = inhibition above about 8.5%, passing the limit was not always enough; inconclusive = no clear call, values can overlap the other calls
FBA Mtb inh = Mtb fructose-bisphosphate aldolase inhibition. P9WQA3. purified M. tuberculosis FBA, fluorescence read-out. inhibition, % at 1 µM. 2.3% of 360,000 active; in the data active = inhibition above about 27%;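 note: 0% = vehicle and 100% = reference inhibitor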
Yp Topo-I inh = inhibitors of Yersinia pestis topoisomerase I | Y. pestis Topo-I cleavage product accumulation, plate reader | activity, % at 10 µM | 0.064% of 360,000 active; in the data active = activity above about 50%, passing the limit was not always enough; inconclusive = no clear call, values can overlap the other calls; note: inactives centre near 2
* marks the source's active call; other numbers are inactive results; i = inactive; ? = inconclusive; · = no result given; & = joins results of further samples.

SMILES	TcdB inh	Mtb BioA inh	BH1578 lux ind	PfHsp40 rescue	UGM FP inh	GDH-TPI inh	FadD28 FP inh	FBA Mtb inh	Yp Topo-I inh
COc1ccc(NCc2cc3cc(OC)ccc3[nH]c2=O)cc1	-0.3	1.9	i	-1.4	0.6	21	-1.8	14	2
COc1cc(/C=N/N2CCN(c3ccc(Cl)cc3)CC2)cc(OC)c1OC(C)=O	0.8	0.1	i	-0.8	1.4	-2	-3.2	1	0
O=C(CC1(O)C(=O)Nc2ccccc21)c1ccc(-n2cnnn2)cc1 (stereo unspecified)	1.0	-0.2	3.0	2.1	1.8	4	-1.9	2	-3
COc1ccccc1NC(=O)Nc1ccnn1C1CCCCC1	·	·	i	-0.1	2.3	6	-4.4	-2	0
COc1ccc2[nH]c3c(c2c1)CCN1C(=O)C(CC(=O)NC/C=C(\C)CCC=C(C)C)C[C@H](C(=O)N2CCOCC2)[C@@]31CCC1CCCC1 (stereo partly specified)	0.0	-1.1	-0.2	-0.5	·	10	-1.1	8	-2
Cn1cccc1CC(=O)N/N=C/c1cc([N+](=O)[O-])ccc1Cl	1.7	0.9	i	-0.9	1.0	3	-1.9	-7	-2
COc1ccc(-c2nnc(NC(=O)c3ccc4c(c3)OCCO4)o2)cc1	0.4	-1.7	-2.4	0.5	-0.5	16	1.4	-5	1
CC(C)(CO)NC(=O)c1ccc2nc(Cc3cccc(Cl)c3)oc2c1	1.7	0.7	0.6	0.3	-1.0	3	-2.4	0	3
COc1nn(CC(=O)N2N=C(C)CC2(O)C(F)(F)F)cc1[N+](=O)[O-] (stereo unspecified)	·	-1.3	-12	1.0	0.4	-1	-2.9	1	-7
Fc1cccc(Cc2c(-c3cccc(Br)c3)nc3ccc(Br)cn23)c1	2.5	5.6	·	·	·	·	-6.1	2	·
Cc1nonc1NC(=O)CSc1nc(CCC2CCCC2)nc2ccccc12	0.2	-1.0	-0.4	1.1	-2.0	3	-8.0	1	8
C[C@H]1CN=C(N(C)C)N1CCCC1CCCC1	1.1	-2.8	i	-1.1	3.2	1	0.0	1	2
CC(C)Cn1cnc2c(SCc3ccccc3)nc(N)nc21	-0.2	2.3	i	0.3	·	4	-0.7	3	10
C=CCOc1ccc(/C=N/NC(C)=O)cc1OCC	-0.4	·	-0.3	-0.5	0.5	14	-1.1	-2	2
CCOC(=O)N1CCN(C(=O)/C=C/c2ccc3c(c2)OCO3)CC1	0.8	·	-0.4	0.1	-0.7	2	-3.2	-1	-3

One compound at a time (already shown). Screens in order: TcdB inh, Mtb BioA inh, BH1578 lux ind, PfHsp40 rescue, UGM FP inh, GDH-TPI inh, FadD28 FP inh, FBA Mtb inh, Yp Topo-I inh
`Fc1cccc(Cc2c(-c3cccc(Br)c3)nc3ccc(Br)cn23)c1` is entered as 2.5, 5.6, ·, ·, ·, ·, -6.1, 2, ·
`COc1ccc(-c2nnc(NC(=O)c3ccc4c(c3)OCCO4)o2)cc1` is entered as 0.4, -1.7, -2.4, 0.5, -0.5, 16, 1.4, -5, 1
`Cc1nonc1NC(=O)CSc1nc(CCC2CCCC2)nc2ccccc12` is entered as 0.2, -1.0, -0.4, 1.1, -2.0, 3, -8.0, 1, 8
`COc1ccc(NCc2cc3cc(OC)ccc3[nH]c2=O)cc1` is entered as -0.3, 1.9, i, -1.4, 0.6, 21, -1.8, 14, 2
`C=CCOc1ccc(/C=N/NC(C)=O)cc1OCC` is entered as -0.4, ·, -0.3, -0.5, 0.5, 14, -1.1, -2, 2

The list continues.
SMILES	TcdB inh	Mtb BioA inh	BH1578 lux ind	PfHsp40 rescue	UGM FP inh	GDH-TPI inh	FadD28 FP inh	FBA Mtb inh	Yp Topo-I inh
Nc1nonc1-n1nnc(C(=O)N/N=C/c2cccc(Cl)c2)c1CN1CCCC1	1.9	0.2	32*	-0.2	-0.6	-5	-2.5	3	6
COc1ccc(C2=NS(=O)(=O)N(C)C(C(=O)Nc3ccc(C(C)=O)cc3)=C2)cc1OC	1.7	11	i	2.5	-0.1	18	-4.5	-3	-9
Cc1nc2c(-c3ccc(F)cc3)c(C)nn2c(C)c1CCC(=O)Nc1ccccc1F	0.8	-0.3	-0.1	-0.9	-1.9	1	-0.9	4	4
COCCN(C(=O)CSc1nnc(-c2cccc(OC)c2)n1C)c1c(N)n(Cc2ccccc2)c(=O)[nH]c1=O	·	·	i	-1.2	-3.7	-6	-2.1	-4	1
Cc1ccc(/C=C2/Sc3ccc(C(=O)NCCN4CCOCC4)cc3NC2=O)cc1	1.0	-3.5	-5.1	-1.8	0.9	10	-0.4	2	0
COc1ccccc1C(=O)n1nc(-c2ccccc2)nc1NCc1ccco1	·	-0.3	i	2.1	-0.4	-2	-3.6	0	23
COc1nc(-c2ccccc2)cc(-c2ccccc2)n1	·	0.6	-0.5	2.3	0.3	1	-6.5	1	27
COc1cc(C(=O)NC(C)c2cccc3ccccc23)cc(OC)c1OC (stereo unspecified)	1.8	-1.3	0.0	0.4	0.8	-3	-5.8	-4	-2
Cc1ccc(C)c(N2CCN(S(=O)(=O)c3ccc4c(c3)OCCO4)CC2)c1	·	-3.4	-1.0	8.0	-4.9	-2	-0.8	0	30
COc1ccc(C(=O)NC(=S)Nc2ccccc2[N+](=O)[O-])cc1OC	0.8	·	-0.5	0.1	-0.1	-1	-3.9	-4	6
COc1ccc(-n2ncc3c2CC(C)(C)CC3NC(=O)c2oc(C)cc2C)cc1 (stereo unspecified)	-1.9	-2.8	-0.3	-0.6	0.8	10	-0.1	5	-3
NC1=NC2(CCCCCC2)n2c(nc3ccccc32)N1	·	0.1	-0.2	0.2	-0.9	3	-2.0	0	2
COc1cccc(C(NC(C)=O)c2nc(-c3ccc(N(C)C)cc3)cs2)c1 (stereo unspecified)	0.6	-1.9	-0.4	·	·	3	0.0	-2	15
COc1cc(OC)c(OC)cc1/C=N/NC(=O)c1ccc(CSc2nc(C)cc(C)n2)cc1	0.2	0.0	-2.3	-0.3	3.2	7	-2.9	2	9
COC(=O)c1ccc(OC(=O)c2cccnc2)cc1	·	·	-0.2	-0.6	0.1	15	-2.3	-1	-5
CCCCCc1ccc(C(=O)CCCC)c(=S)[nH]1	2.5	1.5	i	?	-6.1	0	-4.0	0	20
Cc1cccc(-c2nc(CSCC(=O)N3CCN(c4ccccn4)CC3)c(C)o2)c1	·	·	5.3	1.1	0.6	6	-2.7	3	38
O=C(Nc1nnc(-c2ccc(Cl)cc2)o1)c1ccc(N2C(=O)CCC2=O)cc1	1.4	·	-0.3	-1.9	0.3	11	-0.4	1	1
N#Cc1c(NC(=O)CN2CCCCC2)sc2c1CCC2	·	-2.1	i	-0.2	2.3	22	1.2	2	-6
COc1ccccc1-n1c(Cc2cccs2)n[nH]c1=S	0.2	·	-0.3	2.1	4.7	-1	1.2	3	4
O=S(=O)(NCC1CC1)c1ccc(F)c(Cl)c1	-0.9	0.7	-10	2.1	-2.0	9	-4.7	7	-10
CC1(C)CC(=O)c2cc(C(=O)Nn3cnnc3)c(=O)n(-c3ccccc3)c2C1	·	-0.9	i	-0.1	1.8	18	0.6	6	9
CN(C)Cc1nc2c(c(=O)[nH]1)C1(CCCCC1)Cc1ccccc1-2	1.0	-1.2	i	-0.6	-0.4	-7	0.9	0	1
CCOc1cc(/C=N/Nc2cc(C)nc(-n3nc(C)cc3C)n2)ccc1O	-26	-1.7	i	-0.7	3.0	11	-3.2	-5	0
Cc1cccc(C)c1NC(=O)c1cc2c(=O)c3ccccc3oc2nc1C(F)(F)F	·	-2.8	-0.7	0.3	2.0	4	-1.6	1	2
Cc1nn(C)c(C)c1CN(C)C(=O)C1c2ccccc2Oc2ccccc21	·	·	1.6	0.3	0.6	-8	-2.8	4	5
Cc1cccc(N2CCN(Cc3nc(-c4ccc(F)cc4F)oc3C)CC2)n1	0.8	0.9	-0.3	-0.5	0.7	5	0.7	5	22
COc1ccc(/C=C/C(=O)NC(=S)NCCc2ccc(OC)c(OC)c2)cc1	-0.1&1.4	-0.5	-1.5	-0.6	-0.7	21	-3.8	3	1
COC(=O)c1ccc(-n2c(C)ccc2-c2ccccc2)cc1	2.7	-0.9	-0.4	0.9	-1.9	13	4.2	2	5
CCOC(=O)c1ccc(NC(=O)c2ccccc2N(C)S(=O)(=O)c2ccccc2)cc1	1.7	·	i	-1.1	1.3	0	1.3	-2	12
O=C1OCCN1N=Cc1ccco1	-0.1	2.1	-1.0	0.2	·	-2	0.9	-2	-2
CCCOc1ccc(/C=C/C(=O)O)cc1OC	-2.9	-0.6	0.7	-1.0	-2.0	-4	-2.2	1	-4
COc1ccc(C(N)c2csc(NC(=O)Nc3ccccc3C(C)(C)C)n2)cc1 (stereo unspecified)	-4.5	-1.0	i	·	·	8	0.5	3	7
CCOc1ccc(C(=O)CN2CCN(S(=O)(=O)c3ccc(Cl)cc3)CC2)cc1	·	-1.5	i	-1.4	-2.5	14	-1.7	0	-12
COc1ccc(OCC(=O)NS(=O)(=O)c2ccccc2)cc1	-1.3	·	-0.2	-1.6	-2.1	8	·	-1	10
COC(=O)c1sc(NC(=O)C2c3ccccc3Oc3ccccc32)c(C(=O)OC)c1C	·	·	i	-0.8	0.6	8	-0.7	-3	-2
O=C(c1ccccc1C(=O)N1CCN(c2ccccc2F)CC1)N1CCN(c2ccccc2F)CC1	·	1.9	-3.1	1.5	-0.1	-1	1.5	3	26
CCOC(=O)c1c(NC(=O)C2CCCN(S(=O)(=O)c3ccccc3)C2)sc2c1CCCC2 (stereo unspecified)	·	-0.8	-0.2	0.3	-1.7	-16	-2.1	2	16
Cc1ccc(CO/N=C/C2=C(Cl)c3ccccc3CC2)cc1	·	·	-0.9	-0.1	1.1	-1	-5.8	1	-3
COc1ccc2c3c(ccc2c1)C(=O)/C(=C/O)CC3	-2.1	·	·	-1.0	·	9	-0.7	13	-7
CCc1cc(=O)oc2cc(C)cc(OCC(=O)NCCc3c[nH]c4ccccc34)c12	0.0	0.0	-0.6	0.3	-0.2	6	2.4	9	-2
CSc1nc(C)nc(C2CC2)c1C#N	-0.1	-0.6	-0.6	-0.6	2.7	1	-4.2	1	3
Cc1ccc(C)c(N2CCN(C(=O)Cn3c(=O)oc4cc(S(=O)(=O)N5CCCC5)ccc43)CC2)c1	0.6	0.5	-0.3	0.2	0.9	11	-3.8	-1	2
C=CCn1c(CNC(=O)c2ccco2)nnc1SCC(=O)c1ccc(OC)cc1	0.8	-4.0	-0.3	-0.5	0.5	-4	-2.5	-2	4
Cc1cccc(C)c1NC(=O)COC(=O)c1ccc(N2CCCC2)c([N+](=O)[O-])c1	·	·	-0.2	-0.2	1.7	5	-0.3	-3	7
CN(C)C(=O)CCCc1nc(-c2ccc(Cl)cc2)no1	·	3.2	-0.2	-0.6	0.9	7	-1.8	1	-7
CCC(CO)Oc1cc(NCc2ccccc2O)c2ncn(C(C)C)c2c1 (stereo unspecified)	-1.4	-1.6	i	-2.0	-2.7	6	-2.7	1	10
CCNc1ccc(C(=O)OCC(=O)NC(=O)NCC(C)C)cc1[N+](=O)[O-]	-0.7	·	-0.5	-1.3	-1.5	5	-0.8	-4	-2
CN(C)C(=O)CCc1ccc2c3c([nH]c2c1)[C@]1(C)[C@@H](C(=O)N2CCCCC2)C[C@H](CC(=O)NCCC2=CCCCC2)C(=O)N1CC3	1.0	-0.4	-1.1	-0.4	·	-3	-3.8	-2	25
Cn1c(-c2ccc(F)cc2)cnc1NCc1ccccc1F	-0.1	-0.1	i	-1.0	1.0	7	-0.4	3	-7
N#CC1=C(N)C(C#N)(C#N)[C@H](c2ccsc2)[C@H]2COCC=C12	·	2.9	-3.3	-0.6	0.5	8	-3.6	-2	-6
CN(/N=C/c1ccc(Cl)cc1)c1ncc(Cl)cc1C(F)(F)F	0.7	-0.2	i	-1.2	5.2	-7	-2.7	2	5
OCc1ccccc1CN1CCCCCC1	-0.7	·	-0.7	-0.6	0.5	14	1.4	8	-8
Cc1ccc(CC2CC(=O)N(CCc3ccc4c(c3)OCO4)C2=O)cc1 (stereo unspecified)	·	-0.3	i	1.9	2.5	9	-2.4	-2	36
